SENP8 inh = inhibitors of human SENP8 protease. purified SENP8, Z-RLRGG-aminoluciferin cleavage, luminescence. inhibition, % at 10 µM. 330,000 compounds, 1.2% hits
697 NFkB inh = inhibitors of the PMA/ionomycin-induced NF-kB reporter in 697 B cells; 697 B-cell NF-kB luciferase reporter, 16 h; inhibition, % at 4 µM; 330,000 compounds, 0.33% hits; AID 435022; in the data active = inhibition above about 35%
UBC13 polyUb = human UBC13 polyubiquitination inhibition | inhibition, % at 20 µM | 330,000 compounds, 0.47% hits | UBC13 polyubiquitin chain formation, TR-FRET | AID 485273; in the data active = inhibition above about 45%, passing the limit was not always enough
CCR6 antag = blocks CCL20-driven beta-arrestin recruitment at human CCR6; inhibition, % at 20 µM; 340,000 compounds, 0.49% hits; CHO-K1 CCR6 PathHunter beta-arrestin, luminescence, CCL20-stimulated; P51684;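 active = compounds whose inhibition of the agonist-driven luminescence signal at 20 µM reaches about 50%, limit read from the data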;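 note: cells stimulated with CCL20 at 14 nM final; plate controls were DMSO with CCL20 for no effect and DMSO without agonist for full effect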
EBI2 antag = blocks human EBI2 receptor beta-arrestin signaling; P32249; EBI2 beta-arrestin recruitment, luminescence, 7a,25-OHC stimulated; inhibition, % at 5 µM; 360,000 compounds, 0.81% hits; AID 651636; in the data active = inhibition above about 38%;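 note: enzyme fragment complementation signal reports receptor beta-arrestin coupling in cells; 0% = agonist plus DMSO wells and 100% = wells without agonist; some results beyond the cut were filed as inactive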
Jurkat NFkB inh = lowers PMA/ionomycin-induced NF-kB signal in Jurkat cells; AID 435003; 330,000 compounds, 0.53% hits; PMA/ionomycin-induced NF-kB luciferase reporter, luminescence; inhibition, % at 4 µM
Gli-Sufu block = Gli-Sufu pathway antagonism. Sufu-KO-LIGHT fibroblasts, Gli luciferase reporter luminescence. inhibition, % at 5 µM. 340,000 compounds, 0.74% hits;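 active = inhibition above about 55%, limit read from the data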;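 note: 0% = DMSO-treated cells and 100% = wells with medium but no cells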
Apaf-1 inh = human Apaf-1 inhibition; reconstituted apoptosome caspase-3 activity, DEVD-Rh110 fluorescence; AID 489030; 330,000 compounds, 0.71% hits; inhibition, % at 20 µM; active = inhibition of at least 40% at 20 µM;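 note: plate controls were DMSO wells for no effect and DEVD-CHO caspase inhibitor wells for full effect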
Target sequence (O14727 whole entry, looked up): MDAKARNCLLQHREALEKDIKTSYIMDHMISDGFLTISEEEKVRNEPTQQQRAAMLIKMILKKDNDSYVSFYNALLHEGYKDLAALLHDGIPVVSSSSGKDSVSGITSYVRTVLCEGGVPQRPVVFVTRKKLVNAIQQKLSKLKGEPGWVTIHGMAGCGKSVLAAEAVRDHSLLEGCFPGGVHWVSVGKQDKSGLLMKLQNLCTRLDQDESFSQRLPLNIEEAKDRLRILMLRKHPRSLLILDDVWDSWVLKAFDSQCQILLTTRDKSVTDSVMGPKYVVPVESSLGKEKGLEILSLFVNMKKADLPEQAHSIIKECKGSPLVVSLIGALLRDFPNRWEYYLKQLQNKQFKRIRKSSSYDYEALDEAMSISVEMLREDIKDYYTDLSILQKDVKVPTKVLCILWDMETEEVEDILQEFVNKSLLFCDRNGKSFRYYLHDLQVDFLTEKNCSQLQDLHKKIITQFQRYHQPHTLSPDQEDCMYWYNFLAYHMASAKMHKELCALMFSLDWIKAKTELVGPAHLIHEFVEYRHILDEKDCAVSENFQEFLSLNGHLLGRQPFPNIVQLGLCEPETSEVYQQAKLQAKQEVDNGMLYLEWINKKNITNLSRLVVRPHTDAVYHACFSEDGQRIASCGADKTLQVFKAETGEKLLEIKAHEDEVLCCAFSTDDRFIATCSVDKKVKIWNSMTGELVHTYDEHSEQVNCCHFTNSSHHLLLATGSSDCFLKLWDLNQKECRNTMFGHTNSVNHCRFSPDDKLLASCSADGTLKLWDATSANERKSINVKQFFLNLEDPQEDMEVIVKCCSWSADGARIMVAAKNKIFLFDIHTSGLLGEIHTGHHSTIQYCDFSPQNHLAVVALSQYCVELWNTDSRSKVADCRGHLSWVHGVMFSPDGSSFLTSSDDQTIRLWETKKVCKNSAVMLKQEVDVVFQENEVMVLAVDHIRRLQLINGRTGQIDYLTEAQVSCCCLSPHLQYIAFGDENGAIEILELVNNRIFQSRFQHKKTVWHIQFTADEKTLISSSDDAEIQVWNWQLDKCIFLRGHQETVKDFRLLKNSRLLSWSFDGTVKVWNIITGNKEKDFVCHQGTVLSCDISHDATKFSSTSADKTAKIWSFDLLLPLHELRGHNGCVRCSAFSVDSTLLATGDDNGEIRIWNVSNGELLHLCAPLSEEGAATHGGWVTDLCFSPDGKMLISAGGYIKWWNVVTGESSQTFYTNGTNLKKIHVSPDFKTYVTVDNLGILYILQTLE
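Material: cell-free apoptosome with Apaf-1, procaspase-3 and caspase-9; Buffer or medium: Hepes pH 7.5 with detergent and BSA; Reagent: cytochrome c trigger plus (Z-DEVD)2-Rh110 caspase-3 substrate; Times: compound with Apaf-1, dATP, procaspase-3 30 min, then 50 min reaction, room temperature; Technique: Rh110 fluorescence intensity.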
An asterisk follows results filed as active; x = no result given. Cut-off read from the data, not from the text of the source, unless noted: active = inhibition above about 50%; inactive = the rest.

molecule	SENP8 inh	697 NFkB inh	UBC13 polyUb	CCR6 antag	EBI2 antag	Jurkat NFkB inh	Gli-Sufu block	Apaf-1 inh
CCCCCCn1cc(C(=O)O)c(=O)c2ccccc21	5	21	16	6	-10	4	1	-7
COc1ccccc1C(=O)NCCN1CCN(C(=O)c2ccccc2OC)CC1	-4	18	11	-5	-1	-7	7	0
C=CCN(C#N)c1nc(OC)nc(N2CCCC2)n1	-8	12	-3	9	0	-18	-3	1
COC(=O)Cc1cc(=O)[nH]c(/N=C(\N)Nc2ccccc2C)n1	-13	0	1	-3	0	-17	x	-16
COc1ccccc1Nc1cc(C(=O)NCCCN2CCOCC2)c2ccccc2n1	5	14	3	-5	0	1	7	0
O=c1nc(C(F)(F)F)nc2ccccn12	6	-40	-13	1	-5	-15	1	-1
COc1ccc([N+](=O)[O-])cc1NC(=O)C(C)OC(=O)Cc1ccc(OC)c(OC)c1 (centres undefined)	4	5	-4	4	-15	22	-5	-4
Cc1csc(C(=O)O)c1NC(=O)c1c(Cl)cccc1Cl	-3	6	0	-11	-7	-5	10	1
Fc1ccc(NC(=S)N2CCCN(c3ccc(C(F)(F)F)cn3)CC2)c(F)c1	-2	54*	5	-11	-4	66*	14	15
COc1ccc(NS(=O)(=O)c2ccc(C)c(C(=O)N(C)Cc3ccc(C)cc3)c2)cc1	-7	-28	4	8	11	-8	24	33
CCc1cccc(CC)c1NC(=S)Nc1ccccc1	-10	1	-9	0	-7	-6	0	1
O=C1NCCN(C(=O)CCc2nnc(-c3ccsc3)o2)C1c1ccc(F)cc1 (centres undefined)	-10	-22	-8	-4	-8	-2	-17	-3
CC(=O)c1ccc(NC(=O)CCC(=O)N2CC(C)Oc3ccc(C)cc32)cc1 (centres undefined)	-5	-8	-3	17	-3	3	-5	-1
COC(=O)C(C)Oc1ccc(-c2nccc(-c3cccs3)n2)cc1 (centres undefined)	-12	-43	9	4	-2	0	-13	15
O=C(Nc1nccs1)c1ccc(-c2ccccc2[N+](=O)[O-])o1	-10	-83	-18	29	6	-95	-82	10
CC(=O)NCC(=O)N(c1ccccc1)C1(C(=O)NC2CCCCC2)CCCCC1	2	6	1	-5	-1	9	9	-3
Cc1cccc2cc(CN(Cc3ccc(F)cc3)C(=O)N3CCOCC3)c3nnnn3c12	-2	14	4	-17	12	3	17	8
COc1ccc2cc(CCNC(=O)C(C)C)c(=O)[nH]c2c1	3	17	-2	-8	-2	1	-6	-4
CC1CCN(C(=O)CSCC(=O)O)CC1	-1	14	16	-11	1	2	4	-12
CC[C@]12c3[nH]c4cc(-c5ccco5)ccc4c3CCN1C(=O)[C@@H](CC(=O)NCCC1=CCCCC1)C[C@@H]2C(=O)N1CCN(C(=O)C2CC2)CC1	x	-10	x	22	7	x	2	30

Four entries drawn at random from those above:
molecule	SENP8 inh	697 NFkB inh	UBC13 polyUb	CCR6 antag	EBI2 antag	Jurkat NFkB inh	Gli-Sufu block	Apaf-1 inh
CC(=O)c1ccc(NC(=O)CCC(=O)N2CC(C)Oc3ccc(C)cc32)cc1 (centres undefined)	-5	-8	-3	17	-3	3	-5	-1
CCCCCCn1cc(C(=O)O)c(=O)c2ccccc21	5	21	16	6	-10	4	1	-7
CC[C@]12c3[nH]c4cc(-c5ccco5)ccc4c3CCN1C(=O)[C@@H](CC(=O)NCCC1=CCCCC1)C[C@@H]2C(=O)N1CCN(C(=O)C2CC2)CC1	x	-10	x	22	7	x	2	30
COc1ccccc1Nc1cc(C(=O)NCCCN2CCOCC2)c2ccccc2n1	5	14	3	-5	0	1	7	0

(continued)
molecule	SENP8 inh	697 NFkB inh	UBC13 polyUb	CCR6 antag	EBI2 antag	Jurkat NFkB inh	Gli-Sufu block	Apaf-1 inh
CC1CCN(C(=O)c2cc3ccccc3c(=O)o2)CC1	-5	9	4	7	-2	-13	-9	2
COc1ccccc1NC(=O)c1ccc(S(=O)(=O)N(C)c2ccccc2OC)cc1	12	17	8	17	4	22	-8	5
CC(=O)c1ccc(NC(=O)C(C)OC(=O)c2ccc(NS(=O)(=O)c3ccc(F)c(F)c3)cc2)cc1 (centres undefined)	-2	8	-1	15	-5	2	2	10
CCO[C@H]1OC(C(=O)N2CCN(Cc3ccc4c(c3)OCO4)CC2)=C[C@@H](C(C)(C)C)[C@@H]1CCCO	-2	1	5	11	9	1	-9	4
COc1ccc(Cc2nnc(NC(=O)Nc3ccccc3F)s2)cc1	5	3	7	-14	-7	3	-9	-2
CCOc1nc(Nc2cc(Cl)ccc2OC)nc(OCC)n1	5	20	3	14	-11	6	5	-1
CC(C)Cc1cc(C(=O)Nc2ccc(Br)cc2)no1	-8	5	14	7	0	-98	4	-6
Cc1ccc(S(=O)(=O)c2c(C)cc(C)[nH]c2=O)c(C)c1	-6	-2	-2	-2	8	-12	8	7
CC(=O)Nc1ccc(S(=O)(=O)N(Cc2ccccc2)c2ccccc2F)cc1	-10	-1	3	18	7	-21	-22	16
Nc1ccn(CC(=O)N[C@H](CO)Cc2c[nH]c3ccccc23)c(=O)n1	7	7	8	6	-12	-1	-4	2
CCCN1CCc2c(sc(NC(=O)c3ccc(S(=O)(=O)N(C)c4ccccc4)cc3)c2C(N)=O)C1	-11	-12	-20	6	-17	-2	20	10
Cc1cc2c(c(=O)o1)C(c1ccc([N+](=O)[O-])o1)C(C#N)=C(N)O2 (centres undefined)	1	5	-2	13	1	3	-2	-23
O=C1NC2=C(C(=O)CCC2)C(c2ccc(OC(F)F)cc2)N1 (centres undefined)	-1	-2	1	0	-7	-16	-1	-7
COc1ccc(-c2csc(NC(=O)CN3C(=O)C4CCCCC4C3=O)n2)c(OC)c1 (centres undefined)	-3	-7	-4	11	3	-5	-13	20
Clc1ccc2nc(-c3ccccc3)cn2c1	92*	-190	12	-2	6	-66	-93	-2
Cc1cc(OCc2n[nH]c(=S)n2-c2ccccc2)ccc1Cl	-6	-67	-12	3	5	-24	-14	3
CC(C)(CCl)C(=O)Nc1ccc(C(F)(F)F)cc1	-7	-3	4	-5	-7	3	-3	5
CN1CCN(S(=O)(=O)c2cccc(C(=O)Nc3sccc3C(N)=O)c2)CC1	3	18	24	9	0	-2	4	-22
O=C(N/N=C/c1ccccc1O)C1CC(=O)N(c2ccc(Cl)cc2)C1 (centres undefined)	-13	-6	-6	-1	0	1	20	7
CC(NC(=O)COC(=O)c1ccccc1O)C1CC2CCC1C2 (centres undefined)	-4	1	4	9	3	1	x	6

(more compounds)
SMILES | SENP8 inh | 697 NFkB inh | UBC13 polyUb | CCR6 antag | EBI2 antag | Jurkat NFkB inh | Gli-Sufu block | Apaf-1 inh
Fc1ccccc1NC(=S)Nc1ccc(Br)cc1 | -3 | -35 | -5 | 12 | 31 | 0 | 5 | -9
O=S(=O)(c1ccc(SCc2ccccc2F)nc1)N1CCCC1 | -8 | -27 | -8 | 8 | -19 | -4 | -1 | 18
CCCN(CC(=O)Nc1ccccc1OC)C(=O)c1cc2ccccc2o1 | -1 | 12 | 3 | 9 | -9 | -8 | 1 | -3
COc1ccc(OC)c(NC(=O)COC(=O)CCCN2C(=O)c3ccccc3C2=O)c1 | 3 | -10 | -9 | 10 | 3 | -7 | 0 | 0
CCN(CC)CCn1c2c(c(SCC(=O)Nc3cccc4ccccc34)nc1=O)CCC2 | -3 | 2 | 1 | 5 | -5 | 3 | 13 | 6
Cc1cc(C)c(C(=O)Cn2nc(C)c([N+](=O)[O-])c2C)cc1C | 0 | -10 | -7 | 12 | 8 | -13 | 8 | 16
Cc1ccc(CNc2nc3ccccc3n3cnnc23)cc1 | 6 | 4 | 0 | 2 | -14 | 10 | -10 | 10
Cc1cc(C)n(-c2nc(C)nc(NCc3ccccc3)n2)n1 | -2 | -16 | -3 | -1 | -6 | -12 | 1 | 5
Cc1[nH]c2c(Cl)cccc2c(=O)c1CN1CCCCCC1 | 5 | -19 | 4 | 7 | -3 | -15 | 18 | 5
COC(=O)c1cn(NC(=O)Cc2ccc(Cl)cc2)c(=O)c2ccccc12 | -3 | 5 | -1 | 4 | -7 | 8 | 0 | -5
O=C(COC(=O)c1cccnc1Cl)NCCc1ccc(F)cc1 | -4 | -1 | 6 | 5 | 12 | -2 | 8 | -3
CN(CC(=O)OCC(=O)NC1CCCC1)S(=O)(=O)c1ccc(Cl)cc1 | 6 | -8 | -4 | -3 | -6 | -3 | -11 | 3
C(/C=C/c1ccco1)=N/N1CCN(c2ccccc2)CC1 | 14 | -130 | -24 | 11 | 7 | -105 | -42 | 14
CC(C)=CCC/C(C)=C/CNC(=O)C[C@H]1C[C@H](C(=O)N2CCOCC2)[C@@]2(C)c3[nH]c4cc(-c5ccco5)ccc4c3CCN2C1=O | x | -12 | x | 27 | 7 | x | 1 | 44*
N#CC1=C(N)OC2=C(C(=O)CC(c3ccccc3)C2)C1c1ccoc1 (centres undefined) | -6 | 12 | 8 | 5 | -3 | 2 | x | 5
CC(NCc1ccccc1O)C12CC3CC(CC(C3)C1)C2 (centres undefined) | -1 | -50 | 6 | 0 | -2 | -16 | 4 | 12
O=C(CSc1ccccn1)N/N=C/c1cccc([N+](=O)[O-])c1 | 2 | 3 | 10 | -7 | -7 | -15 | 7 | 0
Cc1cccc(COCCN2CCN(S(=O)(=O)c3ccccc3)CCC2=O)c1 | 6 | 19 | -2 | 5 | -5 | 0 | -1 | -3
CC(=O)Nc1nonc1-c1nc2ccccc2n1N(C(C)=O)C(C)=O | -1 | -3 | -3 | 8 | -5 | -4 | 0 | -15
O=[N+]([O-])c1cccc2c(S(=O)(=O)N3CCCCC3)cccc12 | -9 | -8 | 3 | 5 | -12 | 11 | 0 | 3
O=[N+]([O-])c1ccccc1S(=O)(=O)NCc1cccnc1 | 2 | 8 | -5 | -5 | -6 | -7 | 2 | -2
Cc1cc(/C=C(\C#N)C(=O)Nc2ccccc2)c(C)n1-c1ccc(C(=O)O)cc1 | 3 | 26 | -5 | 21 | 7 | -2 | 4 | 7
O=C(Nc1nc(-c2ccc(S(=O)(=O)N3CCCC3)cc2)cs1)c1cccs1 | -5 | -11 | 2 | -11 | 18 | 8 | 23 | 6
CN(Cc1ccccc1)C(=O)COC(=O)CCC(=O)c1ccc(Cl)cc1 | -6 | -2 | -9 | 8 | 2 | 1 | 6 | 2

A portion of the library; the hit share may differ from the screen's.
